ssDAF12 agonist: activates DAF-12 receptor from parasite S. stercoralis; HEK293 ssDAF-12/GRIP1 lit1-tk-luc reporter, luminescence; % of 3 µM dafachronic acid response; activation, % at 6.8 µM; hit rate 1% among 370,000; AID 652126;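 active means activation above the mean over all tested compounds plus 3 SD, cut at about 0.9% in these data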;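 further: 0% = DMSO-only wells and 100% = 3 µM delta7-dafachronic acid wells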
DAX1 inh-1: NR0B1 (DAX1) inhibition | P51843 | HEK293 Gal4-DAX1 luciferase reporter, luminescence | inhibition, % at 6.75 µM | hit rate 0.99% among 340,000 | AID 504766;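 active means inhibition above the mean over all tested compounds plus 3 SD, cut at about 4.2% in these data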;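 further: 0% = DAX1-transfected cells with DMSO and 100% = empty-vector control cells with DMSO; inhibition shows as a rise in luminescence from relieved DAX1 repression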
Target sequence (P51843 207-470 limits assumed): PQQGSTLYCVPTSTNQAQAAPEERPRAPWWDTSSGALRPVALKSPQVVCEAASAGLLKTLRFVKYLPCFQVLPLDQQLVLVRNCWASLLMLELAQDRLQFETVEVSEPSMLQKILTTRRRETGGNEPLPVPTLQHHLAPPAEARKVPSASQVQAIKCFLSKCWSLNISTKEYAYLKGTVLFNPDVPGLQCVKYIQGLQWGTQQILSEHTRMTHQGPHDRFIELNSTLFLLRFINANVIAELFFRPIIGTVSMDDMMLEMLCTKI
hcDAF-12 act: activates DAF-12 receptor from parasite H. contortus; hit rate 1.4% among 370,000; activation, % at 6.8 µM; HEK293 hcDAF-12 lit1-tk-luc reporter, luminescence; 0% DMSO, 100% Δ7-dafachronic acid;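 active means activation above the mean of all tested compounds plus 3 SD, cut at about 5.5% in these data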;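 further: 100% = response to 3 µM Δ7-dafachronic acid high control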
NR1D1 modulator: modulates human Rev-erb alpha binding to DNA | Rev-erbα–FITC-DNA binding, fluorescence polarization, 90 min | activity, % at 10 µM | hit rate 0.79% among 370,000;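 active means activity above about 14%, limit read from the data; passing the limit was not always enough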;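 further: 0% = DMSO wells with 35 nM protein and 100% = DMSO wells with 750 nM protein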
Target sequence (P20393 whole entry, looked up): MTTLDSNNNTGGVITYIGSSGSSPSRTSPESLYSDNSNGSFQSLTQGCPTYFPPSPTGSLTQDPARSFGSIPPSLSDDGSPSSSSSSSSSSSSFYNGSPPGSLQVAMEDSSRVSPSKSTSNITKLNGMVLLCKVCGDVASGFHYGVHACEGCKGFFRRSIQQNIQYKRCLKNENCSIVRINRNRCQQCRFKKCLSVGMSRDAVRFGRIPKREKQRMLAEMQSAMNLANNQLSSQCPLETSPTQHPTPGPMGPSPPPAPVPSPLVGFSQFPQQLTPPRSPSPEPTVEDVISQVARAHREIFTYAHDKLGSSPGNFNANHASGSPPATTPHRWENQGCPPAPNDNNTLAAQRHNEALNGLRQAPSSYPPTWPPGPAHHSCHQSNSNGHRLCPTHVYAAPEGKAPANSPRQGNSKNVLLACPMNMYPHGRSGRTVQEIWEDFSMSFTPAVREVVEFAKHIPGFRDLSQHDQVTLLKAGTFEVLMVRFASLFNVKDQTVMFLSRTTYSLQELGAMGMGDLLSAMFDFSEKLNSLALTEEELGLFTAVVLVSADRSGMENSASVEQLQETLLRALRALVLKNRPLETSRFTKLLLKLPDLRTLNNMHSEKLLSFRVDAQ
PLCb3 inh: inhibitors of human phospholipase C beta3 | Q01970 | Purified PLC-beta3, fluorogenic substrate, fluorescence | inhibition, % at 12.2 µM | hit rate 0.18% among 370,000 | AID 720704; in the data active means inhibition above about 11%;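 further: 0% = median of compound wells on plate and 100% = full blocker control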
FXN GAA850 act: frataxin GAA850 promoter activation. HEK293 lucGAA850 FXN promoter luciferase reporter, 24 h; percent of 10 µM SAHA response. activation, % at 6 µM. hit rate 0.56% among 360,000;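 active means activation above the average of all compounds screened plus 3 SD, cutoff fixed separately per campaign, cut at about 7.5% in these data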;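 further: 0% = DMSO wells and 100% = 10 µM SAHA wells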
hgDAF12 agonist: activates the H. glycines DAF-12 receptor ligand-binding domain; HEK293 GAL4-hgDAF12 UAS-luciferase reporter, agonist luminescence; normalized to butyrate control; activation, % at 6.8 µM; AID 687014; hit rate 1.8% among 370,000;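 active means activation above a cutoff set at the mean of all screened compounds plus 3 SD, cut at about 10% in these data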;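 further: 0% = DMSO wells and 100% = sodium butyrate wells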
PG9 binder: binds the HIV-1 gp120 antibody PG9. hit rate 0.43% among 360,000. inhibition, % at 6.7 µM. TR-FRET gp120-PG9 antibody binding; in the data active means inhibition above about 8.5%
DAX1 inh-2: DAX1 (NR0B1) inhibition, primary screen; HEK293T StAR-luciferase reporter, SF-1/DAX-1 repression relief; inhibition, % at 6.8 µM; hit rate 1.1% among 370,000; AID 652010;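 active means inhibition above the mean over all tested compounds plus 3 SD, cut at about 3.6% in these data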;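 further: 0% = DAX-1 cells with DMSO and 100% = cells lacking DAX-1 with DMSO; higher inhibition means more luminescence from relief of DAX-1 repression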
SMARCA2 act: SMARCA2 function activation, primary screen | MG213 cells, MMTV-luciferase reporter, dexamethasone, overnight | activation, % at 9.1 µM | hit rate 1% among 370,000 | AID 652017; in the data active means activation above about 7.8%;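 further: 0% = vehicle wells and 100% = reference activator wells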
sPLA2-III inh: Blocks human group III sPLA2 activity | inhibition, % at 12.2 µM | hit rate 0.56% among 370,000 | AID 743126 | QFRET BODIPY PC-A2 liposome hydrolysis, fluorescence;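 active means inhibition above mean plus 3 SD of compounds lying within the high and low control bounds, cut at about 19% in these data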;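 further: 0% = median of test compound wells and 100% = no enzyme DMSO wells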
* hit, by the source's call; · = not tested or not shown. Hits appear at their usual frequency; 7% or so of the library scored in one or more.

SMILES	ssDAF12 agonist	DAX1 inh-1	hcDAF-12 act	NR1D1 modulator	PLCb3 inh	FXN GAA850 act	hgDAF12 agonist	PG9 binder	DAX1 inh-2	SMARCA2 act	sPLA2-III inh
COc1ccc(Br)c(OC)c1C(=O)NC(=O)Nc1c(F)cccc1F	-1.0	1.1	-2.3	8.3	-7.8	1.4	-1.5	0.8	-0.5	-1.0	4.4
O=C(CS(=O)(=O)c1cccc(C(F)(F)F)c1)Nc1ccccc1Cl	0.8	-0.4	-0.6	-6.8	3.8	0.1	1.1	-0.7	-0.5	-4.6	-29.1
CCN1CCN(C(=O)C2CC(=O)N(c3ccc(Cl)cc3)C2)CC1 (centres undefined)	-1.1	0.6	0.0	10.5	2.0	-0.6	-1.2	-0.5	0.4	-4.3	3.9
CCOC(=O)C1=CCN(S(=O)(=O)c2ccccc2F)C1c1ccc(F)cc1 (centres undefined)	-1.4	·	-1.2	2.1	6.5	·	-2.3	-0.1	-1.3	-1.7	5.4
CCOc1ccc(N2CC(C(=O)Nc3cc(Cl)ccc3-n3cncn3)CC2=O)cc1 (centres undefined)	0.3	-0.5	-0.9	1.5	-5.8	0.5	-1.7	-0.6	-0.9	2.6	-4.9
CCOc1ccc(CN(CCO)CCO)cc1[N+](=O)[O-]	-0.5	-0.3	-1.4	-2.6	-0.8	-0.1	-0.9	0.1	0.2	2.3	-1.6
O=C(Nc1ccc(-c2nc3ncccc3o2)cc1)c1ccco1	0.2	0.1	2.6	-3.2	-72.7	6.6	10.6*	-1.1	1.9	3.4	-2.5
Cc1ccc(NC(=O)CN(C)C(=O)c2cccc(S(=O)(=O)N3CCc4ccccc43)c2)cc1	-1.6	0.1	-0.6	-1.9	-6.3	-0.1	-0.7	-0.1	-0.9	-2.4	-27.5
COC(=O)[C@]12C[C@H](CC(=O)N3CCCCC3)C(=O)N(Cc3ccc(Cl)cc3Cl)C1=C[C@H](C1CCCC1)O[C@@H]2C	-0.5	·	0.2	6.9	1.6	·	2.5	·	-1.1	-2.0	-2.0
N#C/C(=C/c1ccc(O)cc1)C(=O)NCc1ccc(Cl)cc1	-0.7	-1.4	0.5	6.0	-18.0	0.9	2.4	-2.6	0.1	-3.6	-19.5
CCCCCCC(=O)N/N=C/c1ccco1	-1.1	1.7	0.6	-0.1	-0.5	0.2	0.6	-2.8	0.2	-0.5	-1.2
CCOc1ccc2nc(NC(=O)CN3C(=O)C4CCCCC4C3=O)sc2c1 (centres undefined)	-0.9	-0.1	0.3	-1.5	-12.2	2.1	5.9	-1.1	3.7*	-0.1	-25.1
O=C(O)c1cccc(S(=O)(=O)Nc2cccc(S(=O)(=O)N3CCCCCC3)c2)c1	-1.4	0.2	-0.9	-1.9	-1.6	1.0	9.1	-2.8	0.3	-1.5	-6.0
COc1ccccc1-c1csc(C(O)c2ccc(F)cc2)n1 (centres undefined)	-1.5	·	1.3	-0.7	-0.2	2.7	0.3	-1.2	0.0	-1.6	-10.0
CC(=O)Nc1ccc(-c2csc(Nc3ncccn3)n2)cc1	-0.7	3.0	4.3	0.4	-3.6	5.6	4.4	-1.7	1.1	0.1	0.3
O=C(NCc1ccccc1)C1=C[C@H](C2CCCCC2)C[C@H](OCCCCO)O1	-1.1	0.0	0.4	-1.5	-1.7	0.8	1.4	-1.5	0.6	1.3	-6.8
CN1CCN(C(=O)CCN2C(=O)/C(=C\c3ccc(F)cc3)SC2=S)CC1	-0.8	-0.3	-0.7	2.4	-10.6	-3.9	-2.0	-2.7	1.1	3.8	-12.9
COc1ccc(C)cc1NC(=O)COC(=O)Cc1c[nH]c2ccccc12	-0.8	-0.2	3.1	4.8	4.2	-1.9	2.6	0.2	-0.6	-1.4	-85.8
CC(C)C[C@H](NC(=O)c1[nH]cnc1C(=O)N[C@@H](Cc1ccccc1)C(=O)OC(C)(C)C)C(=O)OCc1ccccc1	-1.5	3.8	-0.7	-1.1	7.8	0.3	-2.4	0.6	-0.1	-0.7	-14.2
N#Cc1ccc(COC(=O)CN2C(=O)NC3(CCCC3)C2=O)cc1	0.0	-1.3	0.3	3.5	1.9	0.6	0.5	-0.4	-1.7	-1.0	-8.8
O=S(=O)(Cc1ccccc1Cl)N1CCN(Cc2ccc3c(c2)OCO3)CC1	-1.9	0.1	-2.3	2.9	1.5	-2.2	-2.5	2.0	-0.3	-2.5	1.3
Cc1ccc(NC(=O)CCC(=O)NNC(=O)CCc2ccccc2)c(C)c1	-0.4	-0.8	3.4	3.2	-5.8	1.4	-2.5	-0.1	0.4	-1.8	-2.5
COc1ccc(N(CC(=O)NCC2CCCO2)C(=O)CCC(=O)Nc2nccs2)cc1 (centres undefined)	-0.8	1.7	-1.9	3.3	-2.2	-0.2	0.0	3.5	-0.5	-8.8	1.8
Cc1ccccc1S(=O)Cc1ccc(C(=O)NCCCN2CCCCC2)o1 (centres undefined)	-1.0	0.6	-0.3	1.3	-33.6	0.0	0.7	-3.4	0.3	11.7*	-0.8
COc1ccc(NC(=O)CCC(=O)c2cccs2)cc1S(=O)(=O)Nc1ccccc1Cl	-1.5	-0.7	-2.2	-4.8	-0.7	1.7	-0.1	-0.7	-0.3	-2.1	-13.6
COC(=O)/C(C#N)=C/c1c(Oc2cc(C)cc(C)c2)nc2ccccn2c1=O	-1.4	·	-1.8	2.0	-6.7	1.7	-2.1	-1.2	-0.5	-4.0	-1.5
COc1ccc(CCNc2ccc(C(CC(N)=O)NC(=O)Cc3ccc(Br)cc3)cc2[N+](=O)[O-])cc1 (centres undefined)	-1.0	1.5	-0.5	2.4	0.9	-0.1	1.7	0.4	0.1	0.9	7.0
CCC(=O)Nc1nnc(SCC(=O)Nc2ccc3c(c2)OCCO3)s1	-0.7	-0.4	0.1	-2.5	-5.0	-1.4	-0.6	-3.1	-1.4	-0.9	1.2
Cc1cc(C)nc(NN=CC2=C(N3CCOCC3)/C(=C/c3ccc(Cl)cc3)CC2)n1	-0.8	-2.1	1.2	-0.4	-53.0	-0.3	-2.1	-3.0	-0.4	3.8	-8.3
O=C(Cn1cc(C(F)(F)F)cc(Cl)c1=O)NCc1ccc(Cl)cc1	-1.1	1.2	0.1	6.0	-8.3	-0.7	1.9	4.3	-0.2	-3.2	4.4
O=C(c1cccs1)N1CCC(c2nc3c(nnn3Cc3ccccc3)c(=O)[nH]2)CC1	-1.2	0.1	-1.7	-3.2	3.5	3.8	-1.2	-3.5	0.2	0.2	-1.5
CCOC(=O)NC1(C(F)(F)F)C(=O)N(Cc2ccccn2)C2=C1C(=O)CC(C)(C)C2 (centres undefined)	-1.1	0.1	-0.2	5.1	2.9	1.7	0.8	1.0	0.1	-0.8	8.4
O=C(O)CC1(CC(=O)N2CCC(C(=O)O)CC2)CCCC1	-1.1	0.2	-0.8	1.6	-5.3	1.8	2.5	-1.8	0.2	-2.6	-3.6
Cc1[nH]ccc(=O)c1OCc1ccccc1	-1.1	-0.1	-0.8	-2.4	3.8	-1.3	-2.3	0.3	0.1	3.3	0.1
CCOC(=O)c1nc(S(C)(=O)=O)ncc1Cl	-1.3	0.2	-0.3	-2.5	-2.8	41.3*	-0.6	-2.8	0.4	33.5*	7.0
C=CCNC(=S)N/N=C/c1ccc(N(CC)Cc2ccccc2)cc1	-1.6	-0.7	-0.4	1.6	-94.3	3.4	-2.4	-1.1	-2.1	-3.0	8.6
CCN1C(=O)/C(=C\N(C(C)=O)c2ccccc2)OC1=S	-0.8	0.8	-0.9	5.0	0.2	1.7	3.0	0.9	1.0	7.2	-1.3
CC(C)NC(=O)C(=O)Nc1ccc2c(c1)N(S(=O)(=O)c1cccs1)CCC2	-1.3	-2.4	-3.5	-0.7	-2.1	1.7	0.9	0.6	-1.1	-1.8	-3.3
CN(C)CCCN(Cc1ccccc1)C(=S)Nc1ccc(OC(F)F)cc1	-1.4	0.0	1.4	1.4	-0.4	2.3	-0.5	-1.7	-0.4	4.2	-2.0
COc1ccc(C2C(C#N)=C(N)Oc3c2sc2nc(C)cc(C)c32)cc1 (centres undefined)	-1.6	0.7	-0.4	-6.8	-79.2	1.8	-0.1	-1.6	-0.4	0.8	-1.5
CN1CC(=O)Nc2ccccc2C1=O	-0.8	-0.4	-0.1	7.8	-2.3	0.5	2.5	-0.6	-0.3	-0.6	-1.2
CCOC(=O)c1ccc(NC(=O)c2ccco2)cc1	-0.3	1.8	0.9	-0.8	-4.1	1.9	5.9	-0.5	1.6	6.2	3.8
O=C(COC(=O)c1ccc([N+](=O)[O-])o1)Nc1cccc2ccccc12	-1.3	1.8	0.1	-5.5	-3.0	-0.3	-1.1	-1.1	0.6	3.5	2.0
O=S1(=O)c2c(cccc2N2CCC[C@H]2CO)O[C@H]2CCN1C2	-0.7	·	0.3	-3.9	-2.3	·	-1.4	·	-0.9	-1.5	0.1
CC(=O)Nc1ccc(/C=N\NC(=O)CNS(=O)(=O)c2ccc([N+](=O)[O-])cc2)cc1	-1.5	-0.2	1.6	1.1	2.5	1.6	-1.1	0.3	-0.7	-1.2	0.6
COc1ccc(OC)c(C(C)NC(=O)C23CC4CC(CC(C4)C2)C3)c1 (centres undefined)	-1.4	0.4	-1.0	7.7	-1.7	1.0	0.0	-0.7	-0.2	-3.3	2.7
Cc1ccc(NC(=S)NCCC(c2ccccc2)c2ccccc2)c(C)c1	-0.8	-0.2	-1.6	2.2	-1.9	0.6	-1.9	1.7	-0.3	-3.7	-10.3
OCCC1CN(CC2CCCCC2)CCN1CC1CCCCC1 (centres undefined)	-0.7	-0.1	-0.7	-3.9	-3.8	0.9	0.3	-0.9	0.0	3.6	0.1
Cc1ccc(NC(=O)C2COc3ccccc3O2)c(C)c1 (centres undefined)	-0.6	2.9	2.7	2.7	-4.2	-0.5	7.0	1.2	0.4	3.9	-3.4
Cc1nc(N/N=C/c2cccc(F)c2)cc(N2CCOCC2)n1	-1.9	-0.5	-1.0	-3.8	-8.2	0.1	-1.5	0.2	-1.8	-4.5	14.4
CCc1ccccc1NC(=O)CCc1c(C)nn(-c2ccc(N3CCOCC3)nn2)c1C	-0.3	-0.3	-1.4	0.8	-11.3	-0.3	0.8	0.2	0.1	-1.9	3.3
COc1ccc(-n2nc(C(=O)NCC(=O)N3CCOCC3)c3ccccc3c2=O)c(OC)c1	-0.6	-0.4	-0.1	1.4	-11.5	4.9	-0.2	-1.9	0.0	0.8	1.2
Cc1cc(C)n(-c2nc3ccccc3n3cnnc23)n1	-1.1	-2.0	-0.1	-0.8	-5.0	2.5	0.6	-0.2	-0.4	-1.3	2.7
Cc1ccc(S(=O)(=O)n2ccnc2)cc1C	-1.1	-1.1	0.2	1.1	1.8	2.9	-1.5	-0.6	0.6	-0.9	9.0

Complete entries, looked up by structure. Order of values: ssDAF12 agonist | DAX1 inh-1 | hcDAF-12 act | NR1D1 modulator | PLCb3 inh | FXN GAA850 act | hgDAF12 agonist | PG9 binder | DAX1 inh-2 | SMARCA2 act | sPLA2-III inh
Cc1ccc(S(=O)(=O)n2ccnc2)cc1C is listed as -1.1 | -1.1 | 0.2 | 1.1 | 1.8 | 2.9 | -1.5 | -0.6 | 0.6 | -0.9 | 9.0
COc1ccc(-n2nc(C(=O)NCC(=O)N3CCOCC3)c3ccccc3c2=O)c(OC)c1 is listed as -0.6 | -0.4 | -0.1 | 1.4 | -11.5 | 4.9 | -0.2 | -1.9 | 0.0 | 0.8 | 1.2
